Screening data from PubChem.
RGS4 block: RGS4 inhibitors, primary screen, cell-based, HEK293 M3R inducible RGS4, calcium flux; Regulator of G-protein signaling 4 (Homo sapiens), P49798; Fluo-4 calcium flux; active compounds read high; triggered by carbachol at its EC20; B-score at 10 µM; 310,000 tested, 0.45% active;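 active = B-score, a plate-corrected calcium signal, over three deviations above library mean, with baseline fluorescence within five deviations of library mean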;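 note: RGS4 expression induced by doxycycline in cells with stable M3 receptor; B-score is computed from the integrated fluorescence ratio over baseline after carbachol; higher B-score means a larger calcium signal and so more RGS4 inhibition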
Target sequence (P49798 whole entry, looked up): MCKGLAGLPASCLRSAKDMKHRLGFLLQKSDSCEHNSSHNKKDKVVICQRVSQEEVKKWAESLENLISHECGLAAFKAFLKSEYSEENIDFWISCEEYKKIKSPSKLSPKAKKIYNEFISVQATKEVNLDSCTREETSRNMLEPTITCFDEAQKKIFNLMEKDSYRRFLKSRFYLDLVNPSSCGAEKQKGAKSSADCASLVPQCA
TMEM16A inh: TMEM16A chloride channel inhibitors, primary screen, cell-based, HTS. HEK293 TMEM16A/YFP iodide influx fluorescence, ionomycin. normalized B-score (activity score, 25-100; higher = stronger inhibition) at 10 µM. 310,000 tested, 1.2% active;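 active = ratio plate-corrected score three or more library SD toward inhibition, starting fluorescence score within five deviations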;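 note: score derived from kinetic fluorescence span divided by baseline fluorescence per well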
TRPC4 block: inhibitors of mouse TRPC4 channel, primary screen, Fluo4 calcium, HEK293 TRPC4beta/mu-opioid cells; DAMGO-evoked Fluo4 calcium flux; active compounds read low; Short transient receptor potential channel 4 (Mus musculus), Q9QUQ5; B-score at 10 µM; 300,000 tested, 0.39% active;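 active = B-score over 3 SD under the library average, no early fluorescence shift, positive overall ratio signal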
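Assay system: TRPC4beta/mu-opioid receptor HEK293 cell line; compound dosing: single concentration per test compound; detection: Fluo4 Ca2+ flux fluorescence; evaluation: per-well B score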
MrgX1 agonist: agonists of human MrgX1 receptor, primary screen, HEK293 cells, Fluo-4 calcium flux; Mas-related G-protein coupled receptor member X1 (Homo sapiens), Q96LB2; Fluo-4 calcium fluorescence, agonist mode; active compounds read high; B-score at 10 µM; 310,000 tested, 0.44% active; AID 588627, 2011;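 active = calcium response B-score plate-corrected fluorescence ratio at least 3 library SD, with starting fluorescence B-score inside 5 SD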
Target sequence (Q96LB2 whole entry, looked up): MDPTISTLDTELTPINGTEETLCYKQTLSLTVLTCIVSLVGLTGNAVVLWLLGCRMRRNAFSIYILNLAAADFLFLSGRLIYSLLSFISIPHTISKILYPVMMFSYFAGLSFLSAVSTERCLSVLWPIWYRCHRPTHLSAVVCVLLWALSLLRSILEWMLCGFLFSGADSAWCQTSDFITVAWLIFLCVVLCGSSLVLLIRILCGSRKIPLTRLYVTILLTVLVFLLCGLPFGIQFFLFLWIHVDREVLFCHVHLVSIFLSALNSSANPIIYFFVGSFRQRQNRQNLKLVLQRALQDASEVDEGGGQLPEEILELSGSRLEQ
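System: HEK293 cells stably expressing human MrgX1 receptor; Dosing: test compound in the initial addition of three; Schedule: overnight plating, then 30 min 37 °C plus 30 min room-temperature dye loading; Detection: kinetic calcium dye fluorescence, Fluo-4 NW; Controls: per-plate positive and negative controls for Z′ factor.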
ANO1 activ: TMEM16A chloride channel activators or potentiators, primary screen, cell-based, HTS; Anoctamin-1 (Mus musculus), Q8BHY3; HEK293 TMEM16A/YFP-H148Q/I152L, iodide quench fluorescence; active compounds read low; B-score at 10 µM; 340,000 tested, 0.3% active; AID 623877, 2012;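 active = fluorescence-ratio B-score plate-corrected deviation score at least 3 library SD below zero, with starting fluorescence score within 5 deviations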;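 note: channel opened by trigger with iodide after compound preincubation; score built on the fluorescence ratio of max minus min over baseline; more negative score means more quench and so TMEM16A activation or potentiation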
MrgX1 antagonist: antagonists of human MrgX1 receptor, primary screen, HEK293 cells, Fluo-4 calcium flux | Mas-related G-protein coupled receptor member X1 (Homo sapiens), Q96LB2 | BAM8-22 antagonism; active compounds read low | B-score at 10 µM | 310,000 tested, 1.3% active;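 active = calcium-response B-score plate-corrected more than 3 library SD below zero, starting fluorescence within 5 deviations, no agonist response on first addition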;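 note: peak minus trough fluorescence over baseline after final BAM8-22 challenge near maximal dose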
TRPC6 activator: mouse TRPC6 channel activators, primary screen, cell-based, HEK293, membrane potential dye; B-score at 10 µM; AID 2550, 2010; 310,000 tested, 0.13% active; HEK293-TRPC6 membrane potential dye fluorescence; active compounds read high;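 active = B-score of the integrated fluorescence ratio above library mean plus 3 SD, and starting fluorescence ratio within library mean plus 5 SD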;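 note: higher score means more depolarization so channel activation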
MrgX1 allo act: positive allosteric modulators of MrgX1, primary screen, HEK293 cells, Fluo-4 calcium flux; Mas-related G-protein coupled receptor member X1 (Homo sapiens), Q96LB2; FDSS; active compounds read high; B-score at 10 µM; 310,000 tested, 0.63% active;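 active = plate-corrected calcium response at least 3 library SD above typical, normal starting fluorescence, not activating the receptor alone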;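 note: compound read alongside a low EC10 to EC30 dose of BAM8-22 agonist; peak minus trough fluorescence over baseline measured at the second addition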
TRPC6 inh: mouse TRPC6 channel inhibitors, primary screen, cell-based, HEK293, membrane potential dye | B-score at 10 µM | ACh-evoked depolarization; active compounds read low | 310,000 tested, 1.1% active;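 active = B-score under library mean minus 3 SD, initial fluorescence not abnormally high, positive integrated signal ratio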;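 note: B-score derived from integrated fluorescence ratio over the kinetic read; more negative B-score means stronger inhibition of depolarization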
TRPC4 agonist: activators of mouse TRPC4 channel, primary screen, Fluo4 calcium, HEK293 TRPC4beta/mu-opioid cells | Fluo4 calcium fluorescence; active compounds read high | Short transient receptor potential channel 4 (Mus musculus), Q9QUQ5 | B-score at 10 µM | 310,000 tested, 0.49% active;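 active = B-score above 5 SD of library B-scores, and initial fluorescence ratio not above library mean plus 5 SD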;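 note: positive B-score marks a calcium rise read as TRPC4 activation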
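Material: TRPC4beta and mu-opioid receptor HEK293 stable cells | Incubation: 45 min room-temperature Fluo4 loading, 110 s read | Detection: Kinetic Fluo4 calcium fluorescence | Measure: Integrated baseline-normalised fluorescence ratio, converted to per-well B score | Benchmarks: Low control buffer alone, high control maximal DAMGO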
TRPC4 PAM: positive allosteric modulators of TRPC4, primary screen, cell-based, mouse TRPC4beta, HEK293 mu-opioid, Fluo-4 calcium; DAMGO EC20, Fluo-4 Ca2+ flux; active compounds read high; B-score at 10 µM; AID 2227, 2009; Short transient receptor potential channel 4 (Mus musculus), Q9QUQ5; 310,000 tested, 0.42% active;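 active = B-score of calcium response area above 5 SD of library B-scores, with initial fluorescence ratio within 5 SD of library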;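 note: B-score of integrated fluorescence ratio over time as area under calcium response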
The depositor's hits bear a star.

Screening CCN1CCN(C(=O)c2cc3sccc3n2CC(=O)c2ccccc2)CC1 returned RGS4 block inactive, TMEM16A inh inactive, TRPC4 block inactive, MrgX1 agonist inactive, ANO1 activ inactive, MrgX1 antagonist inactive, TRPC6 activator inactive, MrgX1 allo act inactive, TRPC6 inh inactive, TRPC4 agonist inactive and TRPC4 PAM inactive.
CC(C)[C@H](NC(=O)c1c(F)cccc1F)C(=O)N1CCN(c2ccc(F)cc2)CC1 was read as RGS4 block inactive, TMEM16A inh inactive, TRPC4 block inactive, MrgX1 agonist inactive, ANO1 activ inactive, MrgX1 antagonist inactive, TRPC6 activator inactive, MrgX1 allo act inactive, TRPC6 inh inactive, TRPC4 agonist inactive and TRPC4 PAM inactive.
CN(C(=O)CCNC(=O)Cn1cnc2ccccc2c1=O)c1ccc(Br)cc1 was read as RGS4 block inactive, TMEM16A inh inactive, TRPC4 block inactive, MrgX1 agonist inactive, ANO1 activ inactive, MrgX1 antagonist inactive, TRPC6 activator inactive, MrgX1 allo act inactive, TRPC6 inh inactive, TRPC4 agonist inactive and TRPC4 PAM inactive.
For COc1ccc(Cc2noc(CN3CCCC(OCc4ccccn4)C3)n2)cc1OC (configuration not stated) the results were RGS4 block inactive, TMEM16A inh inactive, TRPC4 block inactive, MrgX1 agonist inactive, ANO1 activ inactive, MrgX1 antagonist inactive, TRPC6 activator inactive, MrgX1 allo act inactive, TRPC6 inh inactive, TRPC4 agonist inactive and TRPC4 PAM inactive.
Screening CCC(C)(C)NC(=O)C1c2ccccc2Oc2ccccc21 returned RGS4 block inactive, TMEM16A inh inactive, TRPC4 block inactive, MrgX1 agonist inactive, ANO1 activ inactive, MrgX1 antagonist inactive, TRPC6 activator inactive, MrgX1 allo act inactive, TRPC6 inh inactive, TRPC4 agonist inactive and TRPC4 PAM inactive.
For COc1cccc(N(C(=O)Cc2cccs2)C(C(=O)NC2CCCC2)c2ccncc2)c1 (configuration not stated) the results were RGS4 block inactive, TMEM16A inh inactive, TRPC4 block inactive, MrgX1 agonist inactive, ANO1 activ inactive, MrgX1 antagonist inactive, TRPC6 activator inactive, MrgX1 allo act inactive, TRPC6 inh inactive, TRPC4 agonist inactive and TRPC4 PAM inactive.
For O=C(/C=C/c1ccc(F)cc1)N1CCN(c2ccccn2)CC1 the results were RGS4 block inactive, TMEM16A inh inactive, TRPC4 block inactive, MrgX1 agonist inactive, ANO1 activ inactive, MrgX1 antagonist inactive, TRPC6 activator inactive, MrgX1 allo act inactive, TRPC6 inh inactive, TRPC4 agonist inactive and TRPC4 PAM inactive.
Screening O=C1CN(C(=O)CSc2nc3ccccc3c(=O)n2CCCN2CCOCC2)c2ccccc2N1 returned RGS4 block inactive, TMEM16A inh inactive, TRPC4 block inactive, MrgX1 agonist inactive, ANO1 activ inactive, MrgX1 antagonist inactive, TRPC6 activator inactive, MrgX1 allo act inactive, TRPC6 inh inactive, TRPC4 agonist inactive and TRPC4 PAM inactive.
COc1ccc(CNC(=O)COC(=O)CCn2c(C)csc2=O)cc1OC was read as RGS4 block inactive, TMEM16A inh inactive, TRPC4 block inactive, MrgX1 agonist inactive, ANO1 activ inactive, MrgX1 antagonist inactive, TRPC6 activator inactive, MrgX1 allo act inactive, TRPC6 inh inactive, TRPC4 agonist inactive and TRPC4 PAM inactive.
For N#C/C(=C(/O)c1ccc([N+](=O)[O-])o1)c1nc2ccccc2[nH]1 the results were RGS4 block inactive, TMEM16A inh inactive, TRPC4 block inactive, MrgX1 agonist inactive, ANO1 activ inactive, MrgX1 antagonist inactive, TRPC6 activator inactive, MrgX1 allo act inactive, TRPC6 inh inactive, TRPC4 agonist inactive and TRPC4 PAM inactive.
`CCN1CCN(C(=O)c2cc(S(=O)(=O)N3CCCCC3)ccc2Cl)CC1` gave RGS4 block inactive, TMEM16A inh inactive, TRPC4 block inactive, MrgX1 agonist inactive, ANO1 activ inactive, MrgX1 antagonist inactive, TRPC6 activator inactive, MrgX1 allo act inactive, TRPC6 inh inactive, TRPC4 agonist inactive and TRPC4 PAM inactive.
`O=C(CCC(=O)NNC(=S)Nc1ccccc1)NCc1ccccc1` gave RGS4 block inactive, TMEM16A inh inactive, TRPC4 block inactive, MrgX1 agonist inactive, ANO1 activ inactive, MrgX1 antagonist inactive, TRPC6 activator inactive, MrgX1 allo act inactive, TRPC6 inh inactive, TRPC4 agonist inactive and TRPC4 PAM inactive.
COCCOC(=O)C1=C(N)OC2=C(C(=O)CC(C)(C)C2)C1c1ccncc1 (configuration not stated) was read as RGS4 block inactive, TMEM16A inh inactive, TRPC4 block inactive, MrgX1 agonist inactive, ANO1 activ inactive, MrgX1 antagonist inactive, TRPC6 activator inactive, MrgX1 allo act inactive, TRPC6 inh inactive, TRPC4 agonist inactive and TRPC4 PAM inactive.
For O=C(O)CSc1nnc(-c2ccccc2Br)n1-c1cccc(C(F)(F)F)c1 the results were RGS4 block inactive, TMEM16A inh inactive, TRPC4 block inactive, MrgX1 agonist inactive, ANO1 activ inactive, MrgX1 antagonist inactive, TRPC6 activator inactive, MrgX1 allo act inactive, TRPC6 inh inactive, TRPC4 agonist inactive and TRPC4 PAM inactive.
O=C(Nc1ccc(N2CCN(Cc3ccccc3)CC2)cc1)c1cccnc1 was read as RGS4 block inactive, TMEM16A inh inactive, TRPC4 block inactive, MrgX1 agonist inactive, ANO1 activ inactive, MrgX1 antagonist inactive, TRPC6 activator inactive, MrgX1 allo act inactive, TRPC6 inh inactive, TRPC4 agonist inactive and TRPC4 PAM inactive.
For Cc1cccc(C(=O)Oc2ccccc2/C=N/Nc2ccc([N+](=O)[O-])cc2)c1 the results were TMEM16A inh inactive, MrgX1 agonist inactive, ANO1 activ inactive, MrgX1 antagonist inactive and MrgX1 allo act inactive.
`CN(C(=O)c1ccc(NC(=O)c2ccco2)cc1)c1ccccc1` gave RGS4 block inactive, TMEM16A inh inactive, TRPC4 block inactive, MrgX1 agonist inactive, ANO1 activ inactive, MrgX1 antagonist inactive, TRPC6 activator inactive, MrgX1 allo act inactive, TRPC6 inh inactive, TRPC4 agonist inactive and TRPC4 PAM inactive.
For C/C(CC(=O)NC1C2CC3CC(C2)CC1C3)=N\NC(=O)Cc1cccs1 (configuration not stated) the results were RGS4 block inactive, TMEM16A inh inactive, TRPC4 block inactive, MrgX1 agonist inactive, ANO1 activ inactive, MrgX1 antagonist inactive, TRPC6 activator inactive, MrgX1 allo act inactive, TRPC6 inh inactive, TRPC4 agonist inactive and TRPC4 PAM inactive.
For Cc1nc2sc3c(c2c(=O)n1NC(=O)CCBr)CCCC3 the results were RGS4 block inactive, TMEM16A inh inactive, TRPC4 block inactive, MrgX1 agonist inactive, ANO1 activ inactive, MrgX1 antagonist inactive, TRPC6 activator inactive, MrgX1 allo act inactive, TRPC6 inh inactive, TRPC4 agonist inactive and TRPC4 PAM inactive.
Screening CCc1ccccc1NC(=O)c1cc(-c2cccs2)on1 returned RGS4 block inactive, TMEM16A inh inactive, TRPC4 block inactive, MrgX1 agonist inactive, ANO1 activ inactive, MrgX1 antagonist inactive, TRPC6 activator inactive, MrgX1 allo act inactive, TRPC6 inh inactive, TRPC4 agonist inactive and TRPC4 PAM inactive.
CCOC(=O)c1sc2ncn(C(C)C(=O)OCC)c(=O)c2c1C (configuration not stated) was read as RGS4 block inactive, TMEM16A inh inactive, TRPC4 block inactive, MrgX1 agonist inactive, ANO1 activ inactive, MrgX1 antagonist inactive, TRPC6 activator inactive, MrgX1 allo act inactive, TRPC6 inh inactive, TRPC4 agonist inactive and TRPC4 PAM inactive.
Screening CC(Oc1ccc(F)cc1)C(=O)Nc1cc(S(=O)(=O)N2CCOCC2)ccc1N1CCCCC1 (configuration not stated) returned RGS4 block inactive, TMEM16A inh inactive, TRPC4 block inactive, MrgX1 agonist inactive, ANO1 activ inactive, MrgX1 antagonist inactive, TRPC6 activator inactive, MrgX1 allo act inactive, TRPC6 inh inactive, TRPC4 agonist inactive and TRPC4 PAM inactive.
`C=CCn1c(C)cc(C(=O)COc2ncnc3sccc23)c1C` gave RGS4 block inactive, TMEM16A inh inactive, TRPC4 block inactive, MrgX1 agonist inactive, ANO1 activ inactive, MrgX1 antagonist inactive, TRPC6 activator inactive, MrgX1 allo act inactive, TRPC6 inh inactive, TRPC4 agonist inactive and TRPC4 PAM inactive.
`CCOC(=O)c1c(C)[nH]c(C(=O)OC/C(O)=C(\C#N)c2nc3ccccc3[nH]2)c1C` gave TMEM16A inh 100*, MrgX1 agonist inactive, ANO1 activ -7.5*, MrgX1 antagonist inactive and MrgX1 allo act inactive.
For NC(=O)NC(=O)COC(=O)CC12CC3CC(CC(C3)C1)C2 the results were RGS4 block inactive, TMEM16A inh inactive, TRPC4 block inactive, MrgX1 agonist inactive, ANO1 activ inactive, MrgX1 antagonist inactive, TRPC6 activator inactive, MrgX1 allo act inactive, TRPC6 inh inactive, TRPC4 agonist inactive and TRPC4 PAM inactive.
Screening Cc1c(Cl)c(C(=O)NC2C3CC4CC(C3)CC2C4)nn1C (configuration not stated) returned RGS4 block inactive, TMEM16A inh 100*, TRPC4 block inactive, MrgX1 agonist inactive, ANO1 activ inactive, MrgX1 antagonist inactive, TRPC6 activator inactive, MrgX1 allo act inactive, TRPC6 inh inactive, TRPC4 agonist inactive and TRPC4 PAM inactive.
